Screens (PubChem BioAssay)
KOR beta-arrestin-1: kappa opioid receptor blockers – cell-based, luminescence, uHTS (AID 1778); 290,000 tested, 0.091% active; KOR beta-arrestin recruitment, luminescence, antagonist mode; higher % means a stronger effect; inhibition, % at 10 µM; hits with a dose series show IC50 in µM; also: strong numbers were not always called active
HIV peptide binding: inhibitors of HIV fusion peptide binding, primary screen, biochemical, uHTS, fluorescence dequenching (AID 1986); cell-free peptide binding, fluorescence dequenching, 30 min; higher % means a stronger effect; one-dose inhibition, % at 20 µM; IC50 in µM for titrated hits; 290,000 tested, 0.3% active; in the data active = inhibition mostly above about 52%, no sharp cut-off; inactive = mostly below about 76%; also: some results filed as inactive read as strong as hits
GPR55 antagonists: GPR55 antagonists blocking LPI-driven arrestin recruitment, primary screen, imaging, U2OS, beta-arrestin-GFP, LPI agonist (AID 2013) | U2OS GPR55 beta-arrestin-GFP translocation imaging, LPI antagonism; higher % means a stronger effect | 290,000 tested, 0.13% active | inhibition, % at 10 µM, or IC50 in µM where a hit was titrated;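 active = spots per cell inhibited over 60%, with over 100 cells counted and total cytoplasm intensity under 500,000; inconclusive = wells with under 100 cells, flagged as likely toxic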;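 also: U2OS cells stably carrying GPR55 and arrestin-GFP stimulated by 5 µM LPI near EC80; imaged beta-arrestin-GFP aggregate spots per cell after agonist stimulation; plate controls were LPI-stimulated DMSO wells for no effect and DMSO wells without LPI for full effect; some results filed as inactive read as strong as hits; confirmed hits need IC50 under 10 µM and bright autofluorescent wells are also inconclusive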
HEK293 NOD2/NF-kB: NOD2 signaling inhibitors, cell-based, luminescence, uHTS, HEK293 (AID 1566). HEK293 NOD2/NF-kB luciferase reporter, luminescence; higher % means a stronger effect. inhibition, % at 4 µM, or EC50 in µM where a hit was titrated. 290,000 tested, 0.63% active; also: many of its hits are not listed in these tables
Myeloid diff MLP: myeloid differentiation induction; ER-HoxA9 myeloid progenitors, lysozyme-GFP differentiation, flow cytometry; calls only at 10 µM; 360,000 tested, 1% active; AID 624256;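 active = normalized GFP-positive differentiation at or above the plate's own cutoff, the solvent-only control mean plus 3 SD; inconclusive = no clear call, values can overlap the other calls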;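 also: cells exposed to compound for four days before flow analysis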
KOR beta-arrestin-2: KOR agonists, beta-arrestin recruitment, primary screen, cell-based, luminescence, uHTS (AID 1777); 280,000 tested, 0.02% active; KOR beta-arrestin recruitment, luminescence; higher % means a stronger effect; one-dose activation, % at 10 µM; EC50 in µM for titrated hits; in the data active = activation above about 50%, passing the limit was not always enough; also: a part of the inactive calls stands beside numbers as strong as those of hits
NOD1 NF-kB reporter: inhibition of NOD1-driven NF-kB reporter – cell-based, luminescence, uHTS, primary screen (AID 1578) | NOD1-driven NF-kB luciferase reporter cells, luminescence; higher % means a stronger effect | inhibition, % at 4 µM; hits with a dose series show EC50 in µM | 290,000 tested, 1% active; in the data active = inhibition mostly above about 36%, no sharp cut-off; inactive = mostly below about 34%;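 also: HEK-293T reporter cells stimulated with the NOD1 agonist gamma-tri-DAP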
GPR55 beta-arrestin: GPR55 agonists via beta-arrestin recruitment, primary screen, imaging, U2OS cells, beta-arrestin-GFP redistribution (AID 1961). activation, % at 10 µM, or EC50 in µM where a hit was titrated. U2OS GPR55 beta-arrestin-GFP redistribution imaging; higher % means a stronger effect. 290,000 tested, 0.048% active;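 active = activation above 40% with more than 50 cells counted in the well; inconclusive = wells holding fewer than 50 cells, flagged as toxic or sparse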;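 also: U2OS osteosarcoma cells stably expressing GPR55 and beta-arrestin-GFP; plate controls were DMSO negative control for no effect and LPI positive control for full effect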
GPR35 arrestin U2OS: inhibition of zaprinast-stimulated GPR35 beta-arrestin translocation – imaging, U2OS, beta-arrestin-GFP, zaprinast agonist, primary screen (AID 2058). inhibition, % at 10 µM; hits with a dose series show IC50 in µM. 290,000 tested, 0.052% active. U2OS GPR35 beta-arrestin-GFP translocation imaging, zaprinast antagonism; higher % means a stronger effect;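 active = inhibition of at least 50% with at least 30 cells and total cytoplasm GFP at most 10,000,000; inconclusive = under 30 cells or total GFP of 10,000,000 plus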
Myeloid diff MLP GFP+ MAC1+ %: also measured in Myeloid diff MLP; calls as there; GFP+ MAC1+ double positive, %; measured here: differentiation confirmed by MAC1 staining
* marks the source's active call; other numbers are inactive results; i = inactive; ? = inconclusive; . = not tested or not shown; [ ] = remark or other dose. Rule as the data show it, unless noted: active = inhibition above about 50%; inactive = the rest. These rows are one share of the data (hit frequency here may not be typical).

SMILES	KOR beta-arrestin-1	HIV peptide binding	GPR55 antagonists	HEK293 NOD2/NF-kB	Myeloid diff MLP	Myeloid diff MLP GFP+ MAC1+ %	KOR beta-arrestin-2	NOD1 NF-kB reporter	GPR55 beta-arrestin	GPR35 arrestin U2OS
COCCNC(=O)/C(C#N)=C/c1cc(Br)c(O)c(OC)c1	-0.7%	0.3%	-0.8%	-6.8%	i	0.7	-3.2%	-48.5%	0.0%	16.0%
COc1ccc(NC(=O)c2ccc(Cc3ccc(C)cc3)o2)cc1	-30.2%	-2.8%	8.5%	8.7%	i	0.8	-0.8%	16.9%	-0.5%	7.6%
COc1ccc(S(=O)(=O)N2CCN(CC(=O)Nc3cc(OC)cc(OC)c3)CC2)cc1	-11.6%	0.5%	-2.3%	8.5%	i	0.8	2.5%	3.3%	0.2%	-4.6%
CCC(NC(=S)NCc1ccc(F)cc1)c1ccc(C)cc1 (stereo unspecified)	12.0%	-3.7%	8.7%	10.3%	i	1.5	-0.1%	41.8%	0.8%	11.9%
CCOC(=O)N1CCN(S(=O)(=O)c2ccc3c(c2)CCN3C(=O)C2CC2)CC1	-9.4%	-1.4%	-0.3%	19.6%	i	3.9	5.7%	12.9%	0.6%	7.9%
N#Cc1c(/N=C/N2CCOCC2)sc2c1CCCCC2	6.8%	-1.9%	-1.9%	-69.7%	i	0.7	2.2%	-85.5%	-1.0%	4.0%
O=C(OCC(=O)c1cccs1)c1ccc(NC(=O)c2ccco2)cc1	-23.8%	1.3%	7.3%	-0.6%	i	0.4	-2.4%	-6.0%	-0.1%	2.7%
O=C1c2ccccc2C(=O)N1CC1c2ccccc2CCN1C(=O)CN1CCOCC1 (stereo unspecified)	-4.4%	1.2%	5.2%	17.5%	i	0.4	-5.0%	-12.7%	-0.3%	-15.5%
O=C(NCc1ccco1)/C(=C\c1cccs1)NC(=O)c1ccccc1	-27.2%	1.4%	1.3%	4.4%	i	1.2	4.2%	-28.6%	0.9%	-2.9%
COC(=O)C(C)Sc1nnc(Cc2cc(=O)[nH]c(=O)[nH]2)n1-c1cc(C)ccc1C (stereo unspecified)	30.1%	0.8%	-2.1%	-0.9%	i	1.6	-9.9%	-1.4%	-0.1%	-4.1%
COc1c(Cl)cc(C(=O)Nc2ccc(Cl)cn2)cc1Cl	-25.4%	-1.4%	6.2%	-20.6%	i	0.7	-1.3%	-39.0%	-0.1%	8.7%
COc1ccc(C(=O)NNC(=O)C(C)NC(=O)c2ccccc2NC(=O)c2ccco2)cc1 (stereo unspecified)	-8.1%	0.1%	-5.6%	13.0%	i	0.2	4.6%	20.7%	-0.2%	2.8%
CCN(CC(=O)NCc1ccc(F)cc1)C(=O)CN1CCN(c2cc(Cl)ccc2C)CC1	-28.2%	-1.3%	5.1%	-23.3%	i	0.2	-3.4%	-0.8%	-0.2%	9.4%
C/C(=N\NC(=O)c1ccccc1C)c1ccc(N2CCOCC2)cc1	7.6%	-2.0%	-1.6%	-13.1%	i	0.2	1.8%	-9.4%	-0.1%	-8.0%
COc1ccc(-n2c(C)cc(C(=O)CCl)c2C)cc1	-66.2%	-0.9%	-5.7%	-53.8%	?	.	-0.8%	39.1%	0.3%	9.6%
CCN(CC)c1ccc2oc(=O)c(C)nc2c1	15.3%	140.7%	-1.8%	16.0%	i	3.8	-8.4%	1.3%	-0.1%	14.7%
Cc1nc(N[C@@H](Cc2ccccc2)C(=O)O)c2oc3ccccc3c2n1	-25.4%	3.8%	-0.6%	2.2%	i	0.9	2.0%	12.4%	0.5%	11.5%
COc1ccccc1CN1CC(C(=O)NCCc2cn[nH]c2)CCC1=O (stereo unspecified)	40.3%	-2.2%	-4.2%	-5.9%	i	1.9	-0.4%	37.1%	0.0%	9.7%
Cc1cc(NCc2ccccn2)n2ncc(-c3ccccc3)c2n1	9.4%	-0.7%	-0.4%	-120.6%	i	1.5	3.2%	-11.0%	-0.2%	7.0%
Cc1ccc(N(CC(=O)NCc2ccccc2Cl)S(=O)(=O)c2cccs2)cc1	-18.6%	0.6%	25.8%	-12.3%	i	9.2	2.9%	-4.9%	-0.1%	-13.1%
COc1ccc(Cl)cc1NC(=O)CN(C)CC(=O)Nc1ccc(Br)cc1	16.1%	2.0%	9.0%	5.7%	i	0.5	-1.1%	-22.1%	-0.3%	-9.6%
CC(Cc1cccs1)NC(=O)c1cccs1 (stereo unspecified)	17.4%	1.1%	12.8%	-18.0%	i	0.5	-2.1%	-40.8%	0.1%	-11.3%
Cc1ccc(OCC(O)CN2CCN(CC(O)COC(C)C)CC2)c(C(C)(C)C)c1 (stereo unspecified)	15.2%	-1.0%	20.7%	4.4%	i	7.0	-0.8%	-6.6%	0.0%	-5.1%
COc1ccc(C(=O)O)cc1S(=O)(=O)NCc1cccnc1	-16.2%	1.4%	3.6%	-15.5%	i	0.5	-2.8%	-15.2%	-0.1%	-11.0%
Cc1cccc(-c2noc(CCCC(=O)NC3CCCCC3)n2)c1	-9.8%	1.3%	-4.1%	23.7%	.	.	-2.3%	-9.2%	-0.2%	-18.3%

(further entries)
SMILES	KOR beta-arrestin-1	HIV peptide binding	GPR55 antagonists	HEK293 NOD2/NF-kB	Myeloid diff MLP	Myeloid diff MLP GFP+ MAC1+ %	KOR beta-arrestin-2	NOD1 NF-kB reporter	GPR55 beta-arrestin	GPR35 arrestin U2OS
COc1ccc(OC)c(C2CC(=O)OC3=C2C(=O)CC(C)(C)C3)c1 (stereo unspecified)	9.0%	3.9%	8.1%	18.8%	i	1.0	-6.3%	-23.1%	0.2%	-2.1%
COc1ccc(NC(=S)NCc2cccnc2)cc1	-5.5%	-1.3%	1.5%	8.6%	i	0.0	0.4%	-23.6%	-0.7%	-8.3%
CCSC1=C(C#N)C(c2ccc(F)cc2)CC(=O)N1 (stereo unspecified)	-11.8%	0.8%	15.8%	11.2%	i	1.0	-1.4%	-3.7%	0.2%	0.8%
O=C(CCS(=O)(=O)Cc1ccc(Cl)cc1)NCCCN1CCOCC1	-23.2%	0.5%	-7.3%	6.9%	i	1.0	-1.7%	0.8%	-0.1%	0.4%
CCOC(=O)c1sc(NC(=O)c2sccc2C)cc1C	-13.7%	-0.8%	7.6%	-171.2%	i	1.7	5.9%	-43.7%	-0.1%	-5.1%
CCOc1cc(NC(=O)CCl)c(OCC)cc1NC(C)=O	-33.0%[20 µM]	-0.2%	14.3%	-16.5%	i	0.2	.	20.2%	0.3%	0.5%
CCN(CC)CCNC(=O)/C(=C\c1cccn1C)NC(=O)c1cccs1	-0.9%	-0.4%	3.6%	-0.9%	i	1.1	0.9%	-22.7%	0.3%	3.3%
CC1(C)SC(=S)N(/N=C/c2ccc(O)cc2)C1N(O)C(=O)Nc1ccc([N+](=O)[O-])cc1 (stereo unspecified)	20.6%	-2.2%	20.5%	1.7%	i	1.4	-2.7%	3.3%	0.0%	0.1%
CC1Cc2ccccc2N1Cc1nc2cc(C(F)(F)F)ccc2c(=O)[nH]1 (stereo unspecified)	1.1%	13.4%	-4.5%	-18.3%	i	0.7	4.8%	21.8%	-0.1%	8.2%
CC1(C)Cc2nc3sc(C(=O)NCCO)c(N)c3cc2CO1	-54.9%	2.4%	-3.5%	-18.9%	i	0.5	3.0%	-64.4%	-0.2%	-1.1%
COc1ccccc1Nc1cc(C(=O)NCCCN2CCOCC2)c2ccccc2n1	-8.7%	-0.7%	8.4%	-8.9%	i	2.1	-2.5%	-11.0%	0.3%	3.6%
Cn1c(=O)n(Cc2ccccc2F)c(=O)c2c1nc1n2CCCN1CCc1ccccc1	-11.6%	-2.3%	5.4%	22.0%	i	0.3	15.0%	5.3%	0.3%	8.8%
Cc1ccc(N(CC(=O)NCc2ccccc2)C(=O)c2csnn2)cc1	4.6%	-1.5%	9.8%	-17.6%	?	.	0.2%	-26.4%	-0.2%	-0.6%
COc1ccc(NC(=O)C(=O)c2cn(CC(=O)N3CCOCC3)c3ccccc23)cc1OC	-17.3%	1.1%	13.0%	16.0%	i	0.7	-0.1%	3.8%	0.4%	-0.8%
COc1cccc(C(=O)Nc2c(C)nn(-c3ccccc3)c2C)c1	-17.6%[20 µM]	2.3%	-8.4%	13.8%	i	0.4	-2.9%	-21.1%	-0.1%	6.1%
COc1ccc(N2CCN(CC(=O)c3c[nH]c4ccccc34)CC2)cc1	-3.2%	-0.6%	8.1%	12.6%	i	0.6	-3.1%	1.7%	-0.1%	3.6%
COc1ccc(CCNC(=O)COc2ccc(S(=O)(=O)NC3CCCCC3)cc2Cl)cc1	18.8%	2.9%	5.1%	-1.5%	i	1.5	3.1%	-67.3%	18.6%	7.6%
Cc1nn(Cc2ccc(Cl)c(Cl)c2)c(C)c1NC(=O)c1cc(-c2ccc3c(c2)OCO3)on1	13.6%	-3.9%	-0.1%	-50.7%	i	2.6	-4.1%	30.0%	-0.1%	-2.3%
NCCCC[C@H]1CNC(=O)C(=O)N1CCC12CC3CC(CC(C3)C1)C2	26.7%	-1.0%	6.1%	9.0%	i	0.7	1.0%	-1.3%	-0.1%	4.0%
CC(C)Oc1cccc(C(=O)NC(=S)Nc2cccc(NC(=O)c3ccccc3Cl)c2)c1	-13.4%	-0.5%	16.3%	1.3%	i	1.2	4.9%	-11.4%	0.1%	-3.8%
COc1ncccc1C(=O)N1CCCC(C(=O)c2cccc(OC(C)C)c2)C1 (stereo unspecified)	-20.7%[20 µM]	-0.7%	-3.5%	10.3%	i	0.4	-7.8%	-25.1%	-0.1%	5.4%
CC(=O)c1ccc(NC2=C(N3CCOCC3)C(=O)c3ccccc3C2=O)cc1	27.8%	-3.0%	20.9%	-0.9%	i	11.5	-0.8%	-12.0%	-0.1%	15.2%
CCC(=O)N1c2ccc(S(=O)(=O)NCc3ccco3)cc2CC1C (stereo unspecified)	-37.5%	2.7%	1.9%	13.3%	i	3.3	7.7%	2.8%	0.2%	0.4%
COc1ccc(Cl)cc1-c1nc(SCC(=O)N(C)C)n[nH]1	13.4%	-0.8%	7.5%	20.8%	i	0.8	-1.1%	-18.7%	-0.4%	-17.8%
O=C(NCc1ccc2[nH]c3c(c2c1)CCCC3)c1ccc(S(=O)(=O)N2CCCC2)cc1	26.2%	2.0%	0.8%	-2.9%	i	5.8	-2.1%	-11.9%	-0.2%	-17.8%
